ANO1 activ = TMEM16A chloride channel activators or potentiators, primary screen, cell-based, HTS; 0.3% of 340,000 active; Anoctamin-1 (Mus musculus), Q8BHY3; HEK293 TMEM16A/YFP-H148Q/I152L, iodide quench fluorescence; active compounds read low; B-score at 10 µM;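 active = fluorescence-ratio B-score plate-corrected deviation score at least 3 library SD below zero, with starting fluorescence score within 5 deviations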;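 also: channel opened by trigger with iodide after compound preincubation; score built on the fluorescence ratio of max minus min over baseline; more negative score means more quench and so TMEM16A activation or potentiation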
TRPC6 inhibitor = mouse TRPC6 channel inhibitors, primary screen, cell-based, HEK293, membrane potential dye. B-score at 10 µM. ACh-evoked depolarization; active compounds read low. Short transient receptor potential channel 6 (Mus musculus), Q61143. 1.1% of 310,000 active;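 active = B-score under library mean minus 3 SD, initial fluorescence not abnormally high, positive integrated signal ratio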;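 also: B-score derived from integrated fluorescence ratio over the kinetic read; more negative B-score means stronger inhibition of depolarization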
TRPC4 block = inhibitors of mouse TRPC4 channel, primary screen, Fluo4 calcium, HEK293 TRPC4beta/mu-opioid cells. B-score at 10 µM. AID 2247, 2010. DAMGO-evoked Fluo4 calcium flux; active compounds read low. Short transient receptor potential channel 4 (Mus musculus), Q9QUQ5. 0.39% of 300,000 active;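 active = B-score over 3 SD under the library average, no early fluorescence shift, positive overall ratio signal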
Target sequence (Q9QUQ5 whole entry, looked up): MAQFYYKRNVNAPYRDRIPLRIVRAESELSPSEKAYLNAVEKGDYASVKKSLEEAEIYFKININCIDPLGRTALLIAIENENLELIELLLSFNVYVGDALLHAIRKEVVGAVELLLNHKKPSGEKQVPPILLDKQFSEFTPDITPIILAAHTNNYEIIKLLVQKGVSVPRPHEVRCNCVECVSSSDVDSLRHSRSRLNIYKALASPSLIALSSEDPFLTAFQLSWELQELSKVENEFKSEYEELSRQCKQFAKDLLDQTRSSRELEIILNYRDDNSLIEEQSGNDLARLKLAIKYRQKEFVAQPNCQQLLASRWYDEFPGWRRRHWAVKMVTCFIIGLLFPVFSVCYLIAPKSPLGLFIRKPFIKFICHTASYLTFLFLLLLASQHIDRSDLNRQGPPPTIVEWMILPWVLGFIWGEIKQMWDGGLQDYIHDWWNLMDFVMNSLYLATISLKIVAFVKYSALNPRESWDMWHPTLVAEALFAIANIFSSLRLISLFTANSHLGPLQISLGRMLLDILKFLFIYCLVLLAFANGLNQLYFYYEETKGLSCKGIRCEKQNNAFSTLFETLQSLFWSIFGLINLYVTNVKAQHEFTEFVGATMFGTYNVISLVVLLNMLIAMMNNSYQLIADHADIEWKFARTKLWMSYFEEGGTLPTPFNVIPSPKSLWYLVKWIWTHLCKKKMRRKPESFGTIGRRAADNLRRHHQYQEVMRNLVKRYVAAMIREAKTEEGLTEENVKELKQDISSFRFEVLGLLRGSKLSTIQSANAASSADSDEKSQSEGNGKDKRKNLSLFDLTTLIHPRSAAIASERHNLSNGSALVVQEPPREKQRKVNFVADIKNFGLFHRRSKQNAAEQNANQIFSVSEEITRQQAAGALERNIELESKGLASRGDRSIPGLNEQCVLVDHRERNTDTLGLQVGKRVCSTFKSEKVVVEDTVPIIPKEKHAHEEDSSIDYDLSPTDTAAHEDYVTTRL
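test system = HEK293 cells with stable TRPC4beta plus mu-opioid receptor expression | detection = Fluo4 Ca2+ flux fluorescence | read-out = integrated fluorescence ratio relative to baseline, converted to per-well B score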
TRPC6 activator = mouse TRPC6 channel activators, primary screen, cell-based, HEK293, membrane potential dye; HEK293-TRPC6 membrane potential dye fluorescence; active compounds read high; B-score at 10 µM; 0.13% of 310,000 active;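 active = B-score of the integrated fluorescence ratio above library mean plus 3 SD, and starting fluorescence ratio within library mean plus 5 SD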;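 also: higher score means more depolarization so channel activation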
RGS4 inh = RGS4 inhibitors, primary screen, cell-based, HEK293 M3R inducible RGS4, calcium flux. Regulator of G-protein signaling 4 (Homo sapiens), P49798. Fluo-4 calcium flux; active compounds read high; triggered by carbachol at its EC20. B-score at 10 µM. 0.45% of 310,000 active. AID 463165, 2010;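 active = B-score, a plate-corrected calcium signal, over three deviations above library mean, with baseline fluorescence within five deviations of library mean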;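 also: RGS4 expression induced by doxycycline in cells with stable M3 receptor; B-score is computed from the integrated fluorescence ratio over baseline after carbachol; higher B-score means a larger calcium signal and so more RGS4 inhibition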
TMEM16A inh = TMEM16A chloride channel inhibitors, primary screen, cell-based, HTS. Anoctamin-1 (Mus musculus), Q8BHY3. HEK293 TMEM16A/YFP iodide influx fluorescence, ionomycin. normalized B-score (activity score, 25-100; higher = stronger inhibition) at 10 µM. 1.2% of 310,000 active;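 active = ratio plate-corrected score three or more library SD toward inhibition, starting fluorescence score within five deviations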;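 also: score derived from kinetic fluorescence span divided by baseline fluorescence per well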
TRPC4 agonist = activators of mouse TRPC4 channel, primary screen, Fluo4 calcium, HEK293 TRPC4beta/mu-opioid cells. Short transient receptor potential channel 4 (Mus musculus), Q9QUQ5. Fluo4 calcium fluorescence; active compounds read high. B-score at 10 µM. 0.49% of 310,000 active;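 active = B-score above 5 SD of library B-scores, and initial fluorescence ratio not above library mean plus 5 SD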;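 also: positive B-score marks a calcium rise read as TRPC4 activation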
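Incubation: 45 min room-temperature Fluo4 loading, 110 s read / System: HEK293 cells stably co-expressing mouse TRPC4beta and mu-opioid receptor / Signal: Fluo4 fluorescence, kinetic / Control set: buffer (low) and maximal DAMGO (high) / Measure: integrated baseline-normalised fluorescence ratio, converted to per-well B score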
MrgX1 antag = antagonists of human MrgX1 receptor, primary screen, HEK293 cells, Fluo-4 calcium flux; BAM8-22 antagonism; active compounds read low; B-score at 10 µM; 1.3% of 310,000 active; AID 588676, 2011;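 active = calcium-response B-score plate-corrected more than 3 library SD below zero, starting fluorescence within 5 deviations, no agonist response on first addition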;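 also: peak minus trough fluorescence over baseline after final BAM8-22 challenge near maximal dose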
TRPC4 potent = positive allosteric modulators of TRPC4, primary screen, cell-based, mouse TRPC4beta, HEK293 mu-opioid, Fluo-4 calcium. Short transient receptor potential channel 4 (Mus musculus), Q9QUQ5. DAMGO EC20, Fluo-4 Ca2+ flux; active compounds read high. B-score at 10 µM. 0.42% of 310,000 active. AID 2227, 2009;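 active = B-score of calcium response area above 5 SD of library B-scores, with initial fluorescence ratio within 5 SD of library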;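 also: B-score of integrated fluorescence ratio over time as area under calcium response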
MrgX1 PAM = positive allosteric modulators of MrgX1, primary screen, HEK293 cells, Fluo-4 calcium flux; B-score at 10 µM; 0.63% of 310,000 active; AID 588675, 2011; FDSS; active compounds read high;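 active = plate-corrected calcium response at least 3 library SD above typical, normal starting fluorescence, not activating the receptor alone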;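 also: compound read alongside a low EC10 to EC30 dose of BAM8-22 agonist; peak minus trough fluorescence over baseline measured at the second addition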
MrgX1 agonist = agonists of human MrgX1 receptor, primary screen, HEK293 cells, Fluo-4 calcium flux | Mas-related G-protein coupled receptor member X1 (Homo sapiens), Q96LB2 | Fluo-4 calcium fluorescence, agonist mode; active compounds read high | B-score at 10 µM | 0.44% of 310,000 active;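 active = calcium response B-score plate-corrected fluorescence ratio at least 3 library SD, with starting fluorescence B-score inside 5 SD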
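System – MrgX1-expressing HEK293 cells · Incubation – cells plated overnight, dye loaded 0.5 h 37 °C, 0.5 h room temperature · Technique – kinetic Fluo-4 NW fluorescence of intracellular calcium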
Starred values were filed as active, the others as inactive; i = inactive.

SMILES | ANO1 activ | TRPC6 inhibitor | TRPC4 block | TRPC6 activator | RGS4 inh | TMEM16A inh | TRPC4 agonist | MrgX1 antag | TRPC4 potent | MrgX1 PAM | MrgX1 agonist
CC(C)CNc1nc(NC(C)(C)C)nc(Oc2ccc(=O)[nH]n2)n1 | i | i | i | i | i | i | i | i | i | i | i
CC(=O)NC12CC3CC(C1)CC(C(=O)Nc1c(C)n(C)n(-c4ccccc4)c1=O)(C3)C2 | i | i | i | i | i | i | i | i | i | i | i
COCN(C#N)c1nc(N(C)C)nc(N(C)C)n1 | i | i | i | i | i | i | i | i | i | i | i
O=C(COc1ccccc1C(=O)O)Nc1nc2ccc([N+](=O)[O-])cc2s1 | i | i | i | i | i | i | i | i | i | i | i
CCOc1ccc(-c2nnc(SCC(=O)NC(C)(C)C)nc2-c2ccc(OCC)c(OC)c2)cc1OC | i | i | i | i | i | i | i | i | i | i | i
O=c1cc(-c2ccc(Br)cc2)[nH][nH]1 | i | i | i | i | i | i | i | i | i | i | i
CC1CN(C2CCN(S(=O)(=O)c3ccc4ccccc4c3)CC2)CC(C)O1 (configuration not stated) | i | i | i | i | i | i | i | i | i | i | i
COc1cccc(C(=O)N2CCN(C(=O)c3cccc(F)c3)CC2)c1 | i | i | i | i | i | i | i | i | i | i | i
CCOC(=O)CC(N)c1ccc(OC)cc1 (configuration not stated) | i | i | i | i | i | i | i | i | i | i | i
S=C1NC(c2cccs2)=CC(c2ccc(Br)cc2)N1 (configuration not stated) | i | i | i | i | i | i | i | i | i | i | i
O=c1c2c3c(sc2n(CCN2CCCC2)c(=O)n1Cc1ccccc1)CCCCC3 | i | i | i | i | i | i | i | i | i | i | i
O=C(CN1CCCC1)N1CCCc2ccccc21 | i | i | i | i | i | i | i | i | i | i | i
CC1CCN(c2nc3c(=O)[nH]c(N)nc3n2[C@@H]2O[C@H](CO)[C@@H](O)[C@H]2O)CC1 | i | i | i | i | i | i | i | i | i | i | i
CCCOC(=O)c1ccc(OCC(O)CN2C(=O)NC(C)(C)C2=O)cc1 (configuration not stated) | i | i | i | i | i | i | i | i | i | i | i
CCOc1ccc(C(=O)NCc2ccco2)cc1OC | i | i | i | i | i | i | i | i | i | i | i
O=C(CSc1nc2ccsc2c(=O)n1-c1ccccc1)N1CCCC1 | i | i | i | i | i | i | i | i | i | i | i
N#Cc1ccc(NC(=O)COC(=O)C2Cc3ccccc3CN2C(=O)c2ccccc2)cc1 (configuration not stated) | i | i | i | i | i | i | i | i | i | i | i
O=Cc1ccc(OC(=O)c2cccnc2)cc1 | i | i | i | i | i | i | i | i | i | i | i
Cc1ccc(CN2CCN(Cc3nc(C(C)C)cs3)CC2CCO)cc1 (configuration not stated) | i | i | i | i | i | i | i | i | i | i | i
COc1ccc(CN(CC2CCC(C(=O)O)CC2)C(=S)Nc2cc(C)cc(C)c2)cc1 (configuration not stated) | i | i | i | i | i | i | i | i | i | i | i
COc1ccc(CC(=O)NNS(=O)(=O)c2ccccc2)cc1OC | i | i | i | i | i | i | i | -8* | i | i | i
Cc1nc2ccc(NC(=O)c3nn(C(C)C)c(=O)c4ccccc34)cc2s1 | i | i | i | i | i | i | i | i | i | i | i
CCCC(c1nnnn1Cc1cccs1)N1CCN(c2ccc(OC)cc2)CC1 (configuration not stated) | i | i | i | i | i | i | i | i | i | i | i
O/N=C\c1ccc2noc(-c3ccc(Cl)cc3)c2c1 | i | i | i | i | i | i | i | i | i | i | i
COc1ccc2c(c1)cc1n2CCN2CCCN=C12 | i | i | i | i | i | i | i | i | i | i | i

(next part)
SMILES | ANO1 activ | TRPC6 inhibitor | TRPC4 block | TRPC6 activator | RGS4 inh | TMEM16A inh | TRPC4 agonist | MrgX1 antag | TRPC4 potent | MrgX1 PAM | MrgX1 agonist
Cc1ccc(NC(=O)COC(=O)c2nn(C)cc2Cl)cc1 | i | i | i | i | i | i | i | i | i | i | i
Cc1cccc(OCc2nc(C#N)c(N3CC(C)CC(C)C3)o2)c1 (configuration not stated) | i | i | i | i | i | i | i | i | i | i | i
COC(=O)c1sccc1N/N=C/c1ccc(OC)c(OC)c1OC | i | i | i | i | i | i | i | i | i | i | i
Cc1nnc(SCC(=O)N(CC(C)C)c2c(N)n(CC(C)C)c(=O)[nH]c2=O)n1-c1ccccc1 | i | i | i | i | i | i | i | i | i | i | i
Cc1cccc(NC(=O)CSc2nnc(-c3ccccc3Br)o2)c1C | i | i | i | i | i | i | i | i | i | i | i
O=C(NCCc1ccccc1)C1CCN(Cc2ccccc2F)CC1 | i | i | i | i | i | i | i | i | i | i | i
CC(C)Cc1ccc(S(=O)(=O)Nc2ccccn2)cc1 | i | i | i | i | i | i | i | i | i | i | i
CC(C)C(=O)N1CCN(CCN=CC2=C(O)CC(c3ccco3)CC2=O)CC1 (configuration not stated) | i | i | i | i | i | i | i | i | i | i | i
Cc1cc(S(=O)(=O)N2CCCC(N(C)CCc3ccccn3)C2)c(C)cc1Cl (configuration not stated) | i | i | i | i | i | i | i | i | i | i | i
CCSc1nc(=O)n(-c2ccccc2)c(C)c1C(C)=S | i | i | i | i | i | i | i | i | i | i | i
O=C(NNc1c(Cl)cc(Cl)cc1Cl)C1CCC1 | i | i | i | i | i | i | i | i | i | i | i
CCc1ccc(C(C)NC(=O)c2cc(C)oc2C)cc1 (configuration not stated) | i | i | i | i | i | i | i | i | i | i | i
COc1cc(NC(=O)Cn2cnc(S(=O)(=O)N3CCCC3)c2)cc(OC)c1OC | i | i | i | i | i | i | i | i | i | i | i
CCC(C)NC(=O)Cc1c(OC)ccc2cc(Br)ccc12 (configuration not stated) | i | i | i | i | i | i | i | i | i | i | i
COCCCN1CN(Cc2ccccc2)CNC1=S | i | i | i | i | i | i | i | i | i | i | i
Cc1c(C)n(CCCN(C)C)c2ncnc(NC3CCCCC3)c12 | i | i | i | i | i | i | i | i | i | i | i
Cc1c(Br)c([N+](=O)[O-])nn1C(C)C(=O)NCc1cccnc1 (configuration not stated) | i | i | i | i | i | i | i | i | i | i | i
O=C(O)CC1SC(=Nc2cccc(O)c2)NC1=O (configuration not stated) | i | i | i | i | i | i | i | i | i | i | i
N#Cc1cccc(-n2nnnc2-c2ccccn2)c1 | i | i | i | i | i | i | i | i | i | i | i
O=Cc1ccc2oc3nc4n(c(=O)c3c(=O)c2c1)CCCS4 | i | i | i | i | i | i | i | i | i | i | i
CN(C)S(=O)(=O)NC(c1ccccc1)c1ccccc1 | i | i | i | i | i | i | i | i | i | i | i
CCOc1nc(Nc2ccc(OC)cc2)nc(N2CCOCC2)n1 | i | i | i | i | i | i | i | i | i | i | i
O=S(=O)(c1ccc2c(c1)OCCO2)N1CCC(c2nc3ccccc3s2)CC1 | i | i | i | i | i | i | i | i | i | i | i
COCCCNC(=O)C(C)N1c2cccc3cccc(c23)S1(=O)=O (configuration not stated) | i | i | i | i | i | i | i | i | i | i | i
Cc1nnsc1-c1nnc(SCC(=O)c2ccc(F)cc2)n1C1CC1 | i | i | i | i | i | i | i | i | i | i | i

Gathered by group, the compounds so far with a cyano group.
SMILES | ANO1 activ | TRPC6 inhibitor | TRPC4 block | TRPC6 activator | RGS4 inh | TMEM16A inh | TRPC4 agonist | MrgX1 antag | TRPC4 potent | MrgX1 PAM | MrgX1 agonist
COCN(C#N)c1nc(N(C)C)nc(N(C)C)n1 | i | i | i | i | i | i | i | i | i | i | i
N#Cc1ccc(NC(=O)COC(=O)C2Cc3ccccc3CN2C(=O)c2ccccc2)cc1 (configuration not stated) | i | i | i | i | i | i | i | i | i | i | i
Cc1cccc(OCc2nc(C#N)c(N3CC(C)CC(C)C3)o2)c1 (configuration not stated) | i | i | i | i | i | i | i | i | i | i | i
N#Cc1cccc(-n2nnnc2-c2ccccn2)c1 | i | i | i | i | i | i | i | i | i | i | i

The listing continues.
SMILES | ANO1 activ | TRPC6 inhibitor | TRPC4 block | TRPC6 activator | RGS4 inh | TMEM16A inh | TRPC4 agonist | MrgX1 antag | TRPC4 potent | MrgX1 PAM | MrgX1 agonist
CCOC(=O)c1ccc(OCC2NCCc3cc(OC)c(OC)cc32)cc1 (configuration not stated) | i | i | i | i | i | i | i | i | i | i | i
COc1ccc(CC(=O)NCc2n[nH]c(=S)n2-c2ccccc2)cc1 | i | i | i | i | i | i | i | i | i | i | i
CCN=C1SC(CC(=O)Nc2ccc3c(c2)OCO3)C(=O)N1CC (configuration not stated) | i | i | i | i | i | i | i | i | i | i | i
Fc1ccccc1-c1csc(=Nc2cccnc2)n1CC1CCCO1 (configuration not stated) | i | i | i | i | i | i | i | i | i | i | i
CCc1ccc(NC(=O)N(Cc2ccco2)C(C)c2cccs2)cc1 (configuration not stated) | i | i | i | i | i | i | i | i | i | i | i
CCOC(=O)C1CCCN(c2cc(=O)n(C3CCCCC3)c(=O)[nH]2)C1 (configuration not stated) | i | i | i | i | i | i | i | i | i | i | i
Cc1nc(NC(=O)C2CC2)sc1C(=O)Nc1cccc(Cl)c1 | i | i | i | i | i | i | i | i | i | i | i
COc1ccc(C(=O)C2CCCN(C(=O)c3n[nH]c4c3CCCC4)C2)cc1OC (configuration not stated) | i | i | i | i | i | i | i | i | i | i | i
O=C(Cn1cccc1C(=O)c1ccccc1)NCCCc1ccccc1 | i | i | i | i | i | i | i | i | i | i | i
COC(CNC(=O)C1CCC(CNS(=O)(=O)c2c(C)cc(C)cc2C)CC1)OC (configuration not stated) | i | i | i | i | i | i | i | i | i | i | i
Cc1noc(/C=C/N(C)C)c1S(=O)(=O)N(C)Cc1ccc(F)cc1 | i | i | i | i | i | i | i | i | i | i | i
Cc1ccc(NC(=O)N2CCCC2C(=O)NCC2CCCO2)cc1 (configuration not stated) | i | i | i | i | i | i | i | i | i | i | i
O=C(NC(=S)Nc1ccccc1O)c1ccccc1Cl | i | i | i | i | i | i | i | i | i | i | i
